Pin1 inh: blocks the human prolyl isomerase Pin1. AID 504891. Pin1 FP peptide displacement, HiFluor488, 10 min. Potency, µM (highest dose often 115 µM), without a hit: top-dose activity, negative = inhibition, actives largely listed as inhibitors. hit rate 0.009% among 390,000. Q13526; active = well fitted inhibition curve with a large enough effect in the polarisation, with a control signal flat, not every such curve was filed as active; inconclusive = small, poorly fitted or top-dose-only effect, or effect the other way, or a change in a side signal; inactive = no such curve, though single readings can be large or run the other way; the % refers to the polarisation; note: % is set by controls: 0 for no effect and ±100 for the full control effect
Target sequence (Q13526 whole entry, looked up): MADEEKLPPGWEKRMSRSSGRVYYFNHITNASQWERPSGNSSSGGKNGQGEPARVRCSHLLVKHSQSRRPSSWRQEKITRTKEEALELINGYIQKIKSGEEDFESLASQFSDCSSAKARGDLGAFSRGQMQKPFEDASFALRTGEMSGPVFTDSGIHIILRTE
GLS inhibitor: glutaminase GLS (human) inhibition; hit rate 0.21% among 410,000; Potency, µM (doses to about 45.5 µM), for the others: at the highest dose activity change, negative = inhibition, hits mostly inhibitors; GLS enzymatic activity, qHTS titration; O94925; note: % is set by controls: 0 for no effect and ±100 for the full control effect
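Two-point fluorescence kinetic (t0, 30 min RT) for hKGA; glutamate detected via glutamate oxidase–HRP–Amplex Red. Substrate: 1 mM L-glutamine solution; buffer 45 mM KH2PO4, pH 8.2.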
rTrxR1 inhibitor: rat TrxR1 inhibition | Potency, µM (doses to about 114 µM), for inactives: at the top dose activity change, negative = inhibition, usual class: inhibitors | AID 588453 | hit rate 1% among 390,000 | recombinant rTrxR1, NADPH fluorescence consumption, selenite substrate; note: % is set by controls: 0 for no effect and ±100 for the full control effect; nearly all actives have a fitted effect of over 65% in size
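Rat TrxR1 (90 nM in the dispensed reagent) was pre-reduced with 400 uM NADPH for 5 min at room temperature, then incubated with compound for 15 min. After 400 uM selenite was added, NADPH fluorescence (Ex 340/Em 450 nm) was followed for 8 min.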
12-LOX inh: blocks human arachidonate 12S-lipoxygenase | hit rate 1.1% among 580,000 | Potency, µM (series often up to 108 µM), for the others: top-dose activity change, negative = inhibition, usual class: inhibitors | P18054 | purified 12hLO, xylenol orange hydroperoxide absorbance; note: % is set by controls: 0 for no effect and ±100 for the full control effect
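Purified human 12hLO at 150 nM in 25 mM Hepes, 0.01% Triton X-100, pH 7.0, preincubated 15 min at room temperature with compound. Reaction started with 40 uM arachidonic acid, 30 min at room temperature. Hydroperoxide measured by Fe-xylenol orange, 573/405 nm absorbance ratio.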
HP1b chromo inh: inhibitors of HP1-beta chromodomain binding to methylated histone tails; AlphaScreen HP1-beta / biotin-H3K9me3 peptide binding; hit rate 0.56% among 390,000; Potency, µM (highest dose often 114 µM), inactives show top-dose activity change, negative = inhibition, usual class: inhibitors; AID 540317; note: nearly all actives have a fitted effect of over 70% in size; inactives centre near 23
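HP1-beta protein (50 nM final) preincubated 30 min at room temperature with biotinylated H3(1-18)K9me3 peptide (50 nM) in PBS pH 7.4, 0.01% Tween-20, then compound added for 30 min. AlphaScreen streptavidin donor/nickel chelate acceptor beads (10 ug/mL final), 30 min dark, luminescence read.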
JMJD2A Tudor: JMJD2A Tudor domain (human) inhibition; O75164; Potency, µM (titrated, usually from 114 µM), for inactives: top-dose activity change, negative = inhibition, actives largely listed as inhibitors; AlphaScreen JMJD2A-Tudor / H3K4me3 peptide binding; hit rate 4.4% among 390,000; note: % is set by controls: 0 for no effect and ±100 for the full control effect; nearly all actives have a fitted effect of over 50% in size
RGS4 inhibitor: blocks human RGS4-accelerated GTP hydrolysis; Transcreener GDP fluorescence polarization, RGS4-accelerated GTP hydrolysis; P49798; AID 504845; Potency, µM (titrated, usually from 114 µM), for inactives: at the highest dose activity change, negative = inhibition, usual class: inhibitors; hit rate 0.039% among 390,000; note: % is set by controls: 0 for no effect and ±100 for the full control effect; nearly all actives have a fitted effect of over 75% in size; some results filed as inactive show a strong effect at the top dose
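MLSMR compounds (23 nl, pin-transferred) preincubated 10 min at room temperature with a 500nM (2x) first reagent, then RGS4 at 900nM (2x) plus Transcreener GDP mix added; fluorescence polarization (620/688 nm) read before and after 90 min at 30 °C.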
Tb PGK inh: T. brucei PGK inhibition. P07378. PGK/GAPDH coupled, Kinase-Glo luminescence, 60 min. Potency, µM (doses to about 57.5 µM), inactives show top-dose activity change, negative = inhibition, usual class: inhibitors. hit rate 0.043% among 380,000. AID 602233; note: % is set by controls: 0 for no effect and ±100 for the full control effect; nearly all actives have a fitted effect of over 60% in size
Target sequence (P07378 whole entry, looked up): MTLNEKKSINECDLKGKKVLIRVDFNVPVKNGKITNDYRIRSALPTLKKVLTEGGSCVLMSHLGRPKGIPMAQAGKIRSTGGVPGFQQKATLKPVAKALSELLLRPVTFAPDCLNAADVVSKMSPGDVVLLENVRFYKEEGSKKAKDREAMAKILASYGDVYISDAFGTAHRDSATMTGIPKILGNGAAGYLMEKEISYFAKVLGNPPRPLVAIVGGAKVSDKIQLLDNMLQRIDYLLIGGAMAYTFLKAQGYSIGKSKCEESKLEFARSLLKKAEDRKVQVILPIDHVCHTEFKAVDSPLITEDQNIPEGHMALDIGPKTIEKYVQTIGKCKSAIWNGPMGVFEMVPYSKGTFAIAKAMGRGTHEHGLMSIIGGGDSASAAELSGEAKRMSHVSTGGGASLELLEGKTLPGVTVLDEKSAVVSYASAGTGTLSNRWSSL
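Luminescent ATP detection (Kinase-Glo Plus) follows a 60-minute room-temperature incubation, with wells lacking PGK as controls. Buffer: 100 mM TEA (pH 7.6), 5 mM MgCl2, 0.01% Tween-20. Coupling enzyme GAPDH (100 nM final) supplies unstable 1,3-BPG in-well.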
ERG-DNA inh: inhibitors of human ERG Ets domain-DNA interaction; fluorescence polarization, His-ERG Ets domain / labelled DNA; Potency, µM (highest dose often 76.9 µM), without a hit: at the highest dose FP activity, negative = inhibition, actives largely listed as inhibitors; hit rate 0.028% among 370,000; AID 624246; active = well fitted inhibition curve with a large enough effect in the polarisation, with a control signal flat; inconclusive = small, poorly fitted or top-dose-only effect, or effect the other way, or a change in a side signal; inactive = no such curve, though single readings can be large or run the other way; the % refers to the polarisation;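 note: polarization taken with two DNA probes labelled with fluorescein and Texas red; % of control where 0% means no effect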
Target sequence (P11308 whole entry, looked up, the tested form may be a part): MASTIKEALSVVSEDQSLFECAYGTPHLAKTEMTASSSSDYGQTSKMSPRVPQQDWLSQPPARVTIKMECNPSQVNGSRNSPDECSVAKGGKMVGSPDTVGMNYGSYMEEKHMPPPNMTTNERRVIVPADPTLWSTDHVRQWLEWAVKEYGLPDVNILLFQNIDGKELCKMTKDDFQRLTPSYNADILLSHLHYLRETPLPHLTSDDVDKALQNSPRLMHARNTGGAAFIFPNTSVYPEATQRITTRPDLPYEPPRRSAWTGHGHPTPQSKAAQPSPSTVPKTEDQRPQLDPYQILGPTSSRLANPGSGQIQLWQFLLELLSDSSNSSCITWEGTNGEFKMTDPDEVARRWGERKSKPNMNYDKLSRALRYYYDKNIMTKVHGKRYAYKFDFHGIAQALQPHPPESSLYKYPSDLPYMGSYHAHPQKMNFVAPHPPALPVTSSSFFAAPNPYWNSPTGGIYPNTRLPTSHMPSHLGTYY
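His-tagged ERG Ets domain (1 uM in the protein solution; 300mM KCl, 50mM Tris-HCl, 1mM EDTA, 1mM DTT, pH 7.5) received compound, then a probe mix of 5 nM fluorescein-DNA and 100nM Texas-615-DNA. Fluorescence polarization was read for both dyes.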
Starred values were filed as active, the others as inactive; i = inactive; ? = inconclusive; nt = not tested or not shown; & = joins results of further samples; [ ] = dose if it differs, or a comment. Unless noted, calls come from the whole dose curve; as a rule, active = well fitted curve in the direction sought with a large enough effect; inconclusive = small, poorly fitted or top-dose-only effect, or another doubt; inactive = no such curve, though single readings can be large; an effect the other way counts as inactive or inconclusive. Potency is the fitted concentration of half-maximal effect. Not all compounds are listed. The share of hits here may be higher or lower than overall.

Pin1 inh,GLS inhibitor,rTrxR1 inhibitor,12-LOX inh,HP1b chromo inh,JMJD2A Tudor,RGS4 inhibitor,Tb PGK inh,ERG-DNA inh,SMILES
31%[activator],14%,15%[57.1 µM],?,28%,-17%,-36%,-4%,6%,Cc1ccc(-n2c(C)cc(/C=N/NC(=O)Cn3c4ccccc4c(=O)c4ccccc43)c2C)cc1
1%,1%,3%,15%,5%,-30%,-28%,8%,0%,Cc1ccc2cc(CN(CC3CCCO3)S(=O)(=O)c3c(C)ccc4nsnc34)c(=O)[nH]c2c1 (stereo unspecified)
5%,-17%,6%[57.1 µM],?,21%,-9%,-5%,-3%,18%,O=[N+]([O-])c1ccc(N/N=C/c2cccnc2)cc1
3%,8%,11%,-2%,8%,-19%,29%,-2%,-15%,COC(=O)c1cccnc1-n1c(=O)c2cccnc2n(Cc2ccc([N+](=O)[O-])cc2)c1=O
0%,-6%,-3%[57.1 µM],-12%,?,-27%,0%,-3%,-1%,Cc1c(CCC(=O)N[C@@H](CCCNC(N)=O)C(=O)O)c(=O)oc2cc3oc4c(c3cc12)CCCC4
8%,?,-13%,-10%,31%,-8%,-3%,-2%,11%,COc1ccc(Cl)cc1NC(=O)COC(=O)c1cc(NS(=O)(=O)c2cccs2)ccc1O
-1%,-1%,20%,14%,18%,-16%,0%,-9%,2%,O=c1c2cc3c(=O)n(CC4CCCO4)c(=O)c3cc2c(=O)n1CC1CCCO1 (stereo unspecified)
4%,-3%,7%,-2%,59%[activator],0%,-33%,-6%,21%,O=C(NCc1ccccn1)c1cn(CCc2ccccc2)nn1
9%,-12%,18%,18%,33%,-4%,24%,-15%,-4%,Cc1ccc(N2CC(C(=O)Nc3c(C)n(C)n(-c4ccccc4)c3=O)CC2=O)cc1 (stereo unspecified)
-1%,22%,-1%,0%,52%[activator],-2%[57.1 µM],7%,2%,1%,Cn1c(=O)cc(SCC(=O)N2CCCC2)c2ccc(Cl)cc21
0%,4%,-19%,?,-18%,-34%,-39%,i,-6%,O=C(NC(=S)Nc1ccccc1[N+](=O)[O-])c1ccco1
?,0%,-9%,0%,30%,-5%,2%,7%,0%,N/C(=N\OC(=O)CCC1CCCCC1)c1cccnc1
0%,-6%,18%,-26%,57%[activator],14%,20%,-9%,8%,C=CCn1cc(C(=O)NCCOC)c(=O)c2cc(S(=O)(=O)N3CCCCCC3)ccc21
-2%,-6%,9%[57.1 µM],-1%,35%,2%,-22%,-1%,0%,CC(=O)c1cccc(NC(=O)C2(c3ccccc3)CC2(Cl)Cl)c1 (stereo unspecified)
0%,8%,5%,5%,5%,-25%,-3%,18%,-7%,CNC(=S)N1N=C(c2ccccc2)CC1c1ccc(OC)c(OC)c1 (stereo unspecified)
4%,6%,1%,2%,43%[activator],-8%,13%,5%,-2%,O=C(NN=Cc1ccc(O)cc1)C(=O)NN=Cc1ccc(O)cc1
-1%,6%,20%[11.4 µM],183%[activator],36%,12%,-22%,4%,-4%[15.4 µM],O=C1OC(CCl)CN1Cc1c(Cl)cccc1Cl (stereo unspecified)
-1%,-6%,6%,0%,37%,-9%,25%,8%,-3%,CCN(CCN1CCCC1)C(=O)C1CCC(=O)N(CCCN2CCOCC2)C1 (stereo unspecified)
-1%,3%,-10%,373%[activator],25%,7%,-27%,-1%,-3%,Cc1c(Cl)cnc(NC(=O)CSc2nnc3ccccn23)c1Cl
0%,7%,-7%,0%,-9%,?,-8%,0%,-5%,COc1ccc(CNc2ncnc3c2[nH]c2ccccc23)cc1
-19%,3%,12%[11.4 µM],-12%,19%,-3%,4%,2%,3%,NC1=NC(=O)C(c2ccccc2)(c2ccccc2)S1
1%,3%,18%,-22%,20%,-19%,-10%,10%,-6%,CCN1CCN(C(=O)Cn2c(-c3cccs3)cc3cc(Cl)ccc32)CC1
8%,0%,19%[57.1 µM],nt,34%,2%,-15%[56.9 µM],7%,-5%,CC1(C)CC(=O)C(N=Nc2cc(S(=O)(=O)N3CCOCC3)ccc2Cl)=C(O)C1
6%,-4%,17%[57.1 µM],13%,51%[activator],-19%,-2%,5%,8%,CN(C)/C=N/c1cc(=O)[nH]c(=O)n1C
0%,-5%,?,-8%,-13%,-24%,-43%,i,7%,O=C(NC1CCCCC1)c1ccc(-c2ccc(Cl)cc2)o1
0%,1%,6%,8%,21%,-1%,7%,2%,3%,COc1ccccc1NC(=O)c1ccc(NC(=O)CSc2ncn[nH]2)cc1
8%,-14%,-10%,121%[activator],3%,-19%,5%,-4%,3%,Cc1ccc(Cl)cc1N1CCN(C(=O)C2CCC(=O)N(C3CCCCCC3)C2)CC1 (stereo unspecified)
-1%&-7%,4%&-1%,16%[57.1 µM],7%&-27%,10%&39%,-11%&-10%,27%&27%,-4%&2%,0%&-8%,CCC(=O)n1nc(-c2cccnc2)nc1NCc1ccc(F)cc1
-4%,8%,-14%,-5%,16%,-25%,27%,-6%,-5%,O=C(CSc1nnc(-c2cccnc2)s1)Nc1ccc(C(=O)O)cc1
-3%,1%,-8%,8%,20%,-11%,21%,-3%,8%,CCn1cc([N+](=O)[O-])c(C(=O)Nc2ccn(Cc3ccccc3F)n2)n1

Full records as entered above. Values in the order: Pin1 inh, GLS inhibitor, rTrxR1 inhibitor, 12-LOX inh, HP1b chromo inh, JMJD2A Tudor, RGS4 inhibitor, Tb PGK inh, ERG-DNA inh
Cc1ccc2cc(CN(CC3CCCO3)S(=O)(=O)c3c(C)ccc4nsnc34)c(=O)[nH]c2c1 (stereo unspecified) reads 1%, 1%, 3%, 15%, 5%, -30%, -28%, 8%, 0%
CCC(=O)n1nc(-c2cccnc2)nc1NCc1ccc(F)cc1 reads -1%&-7%, 4%&-1%, 16%[57.1 µM], 7%&-27%, 10%&39%, -11%&-10%, 27%&27%, -4%&2%, 0%&-8%

Additional records follow.
Pin1 inh,GLS inhibitor,rTrxR1 inhibitor,12-LOX inh,HP1b chromo inh,JMJD2A Tudor,RGS4 inhibitor,Tb PGK inh,ERG-DNA inh,SMILES
-3%,-2%,18%[57.1 µM],-12%,52%[activator],-17%,-12%[56.9 µM],8%,-3%,O=C(NCCOc1ccc(F)cc1)C1CCC(=O)N(CCCN2CCOCC2)C1 (stereo unspecified)
0%,6%,-6%,-30%,14%,-5%,8%,-6%,15%,COc1cc(S(=O)(=O)NCc2ccncc2)ccc1Br
-1%,2%,14%,2%,52%[activator],-6%,-5%,-8%,-21%,CCOC(=O)c1cc(-c2ccccc2)n(CC2CC(c3ccc(OC)cc3)=NO2)n1 (stereo unspecified)
?,0%,9%[57.1 µM],-8%,11%,-4%,-9%,-9%,0%,COc1ccc(N=Cc2c(O)n(-c3cccc(C)n3)c(=O)c3ccccc23)c(OC)c1
3%,-4%,3%,0%,12%,-8%,-18%,7%,-7%,O=S(=O)(NCc1cc(-c2ccccc2)no1)c1ccc(Cl)cc1
0%,-1%,14%,?,11%,-32%,4%,-12%,-5%,Cc1ccc(S(=O)(=O)c2nc(-c3cccc(Cl)c3)oc2NCc2ccccc2)cc1
-9%,4%,4%,-14%,18%,-19%,-2%,4%,-10%,CCCOc1ccc(N/C=C/C(=O)C(C)(C)C)cc1
1%,3%,-19%,?,14%,-22%,-40%,-10%,5%,O=[N+]([O-])c1cccc(C(=Nc2ccc(Cl)cc2)NO)c1
-9%,-9%,-5%,0%,28%,-4%,-36%,i,3%[15.4 µM],CCc1cccc(C)c1NC(=O)CCCN1C(=O)CN(C)C1=O
0%,6%,-2%,-12%,19%,-17%,-4%,i,-5%,COC(=O)N1CCCc2cc(S(=O)(=O)NCc3ccccc3)ccc21
-1%&-2%,0%&-2%,7%,-6%&-16%,27%,5%&-7%,-21%&4%,-2%&-13%,-2%&-2%,CC(=O)N1CCCc2cc(S(=O)(=O)N3CCCC(C(=O)NCc4ccc(C)cc4)C3)ccc21 (stereo unspecified)
-5%,8%,4%[57.1 µM],-6%,-16%,-14%,10%,i,1%,CCOc1ccccc1C(=O)Nc1cc2c(cc1C)n(C)c(=O)c(=O)n2C
-7%,-4%,13%[57.1 µM],-22%,42%[activator],-10%[57.1 µM],-4%[11.4 µM],-7%,1%,Cc1ccc(CNC(=O)C2C3C=CC(C3)C2C(=O)O)cc1 (stereo unspecified)
-1%,-13%,27%,11%,36%,-23%,-7%,i,9%,Cc1cc(OCC(=O)NCc2cccnc2)c2c(C)c(Cc3ccccc3)c(=O)oc2c1
2%,-2%,13%,0%,43%[activator],1%,-2%,0%,-1%,O=C(NCc1csc(-c2cccs2)n1)C1CCC1
?,24%,13µM*,nt,35µM*,40µM*,?,-22%,109%[activator],O=C1NC(=S)S/C1=C/c1ccc(N2CCOCC2)o1
-3%,12%,-1%,?,24%,-30%,11%,nt,nt,N#C/C(=N\Nc1ccc(F)cc1)C(=N)N1CCCCC1
-1%,3%,20%,?,9%,100µM*,15%,0%,8%,CCc1cc2c(cc3c(=O)n(CC(=O)NC(C)c4ccccc4)ncn32)s1 (stereo unspecified)
-5%,4%,12%[57.1 µM],-1%,19%,-12%,-7%,-6%,0%,COc1cccc(-c2nn(-c3ccccc3)cc2CN2CCCO2)c1
?,2%,19%,-20%,68%[activator],1%,19%,-7%,-1%,CCOc1ccc(-c2cn3c(n2)sc2cc(C(=O)NC(C)C45CC6CC(CC(C6)C4)C5)ccc23)cc1 (stereo unspecified)
5%,-8%,16%,-19%,62%[activator],-10%,-1%,i,11%,COC(=O)c1cccnc1-n1c(=O)c2cccnc2n(CC(=O)Nc2cccc(C)c2)c1=O

From PubChem BioAssay
